Screens (PubChem)
All columns: NCI-60 one-dose screen, growth in % after 48 h at 10 µM unless noted; 100 = growth as untreated, 0 = no growth, -100 = all killed.
NCI/ADR-RES = NCI/ADR-RES ovarian cells; 81,000 compounds, 4.4% hits
NCI-H23 = NCI-H23 lung cancer. 80,000 compounds, 4% hits
SK-OV-3 = SK-OV-3 ovarian cancer cells; 80,000 compounds, 3.2% hits
NCI-H322M = NCI-H322M lung cancer | 80,000 compounds, 2.7% hits | AID 1794733
IGROV1 = IGROV1 ovarian cancer | AID 1794786 | 79,000 compounds, 4.7% hits
NCI-H226 = NCI-H226 lung cancer; 79,000 compounds, 3.5% hits
NCI-H460 = NCI-H460 lung cancer; 82,000 compounds, 6.8% hits; AID 1794736
OVCAR-4 = OVCAR-4 ovarian cancer cells; 80,000 compounds, 3.7% hits
NCI-H522 = NCI-H522 lung cancer; AID 1794739; 78,000 compounds, 8% hits
Numbers without * were called inactive; & = joins results of further samples. How the source made its calls: active means growth percent below 10; inactive means the rest. Rows were taken by chance; about 11% have a hit in one of these screens.

Results for COc1ccc(C2c3sc4ccc(C)cc4c3Oc3nc[nH]c(=O)c32)cc1 (stereo unspecified) ?
NCI/ADR-RES: 65; SK-OV-3: 81; NCI-H322M: 105; IGROV1: 84; NCI-H226: 80; NCI-H460: 96; OVCAR-4: 85; NCI-H522: 43

What do the screens show for `CCOC(=O)CC1(C)NC(C(=O)O)C(C)(C)S1` (stereo unspecified)?
NCI/ADR-RES: 101; NCI-H23: 102; SK-OV-3: 106; NCI-H322M: 112; IGROV1: 119; NCI-H226: 94; NCI-H460: 100; OVCAR-4: 82; NCI-H522: 103

Results for N#Cc1ccccc1-c1ccc(Cn2nnnc2-c2ccn(-c3ccc(Cl)cc3)n2)cc1 ?
NCI/ADR-RES: 80; NCI-H23: 78; SK-OV-3: 90; NCI-H322M: 78; IGROV1: 78; NCI-H226: 94; NCI-H460: 75; OVCAR-4: 84; NCI-H522: 50

Results for COc1cc(OC)c(C(=O)c2nccn2C)c(OC)c1 ?
NCI/ADR-RES: 107; NCI-H23: 102; SK-OV-3: 104; NCI-H322M: 96; IGROV1: 100; NCI-H226: 98; NCI-H460: 105; OVCAR-4: 92; NCI-H522: 107

Results for NNc1nncc2ccccc12 ?
NCI/ADR-RES: 102&101; NCI-H23: 88&98; SK-OV-3: 103&110; NCI-H322M: 109&94; IGROV1: 100; NCI-H226: 84&94; NCI-H460: 98&108; OVCAR-4: 104&103; NCI-H522: 29&105

What do the screens show for `CC(C)c1ccc(O)c(=O)cc1`?
NCI/ADR-RES: 64; NCI-H23: 70; SK-OV-3: 87; NCI-H322M: 83; IGROV1: 65; NCI-H226: 94; NCI-H460: 40; OVCAR-4: 65; NCI-H522: 85

What do the screens show for `CC(=O)/C(=C/c1ccc(Br)cc1)C(=O)c1ccccc1`?
NCI/ADR-RES: 86; NCI-H23: 100; SK-OV-3: 120; NCI-H322M: 115; IGROV1: 74; NCI-H226: 88; NCI-H460: 103; OVCAR-4: 81; NCI-H522: 85

How did NC(=O)c1c(O)cccc1O do in these assays?
NCI/ADR-RES: 102; NCI-H23: 100; SK-OV-3: 105; NCI-H322M: 112; IGROV1: 116; NCI-H226: 94; NCI-H460: 115; OVCAR-4: 127; NCI-H522: 106

What do the screens show for `CCc1cccc(C(C)(C)C)c1NC(=S)N/C=C(/C#N)C(N)=O`?
NCI/ADR-RES: 108; NCI-H23: 93; SK-OV-3: 101; NCI-H322M: 101; IGROV1: 109; NCI-H226: 103; NCI-H460: 104; OVCAR-4: 77; NCI-H522: 92

How did COc1cc(C)ccc1Oc1nc(Nc2ccc(N3CCOCC3)cc2)ncc1NCc1ccc(OC(F)(F)F)cc1 do in these assays?
NCI/ADR-RES: 84; NCI-H23: 85; SK-OV-3: 79; NCI-H322M: 98; IGROV1: 100; NCI-H226: 90; NCI-H460: 97; OVCAR-4: 106; NCI-H522: 55

Results for O=C(N/N=C\c1ccc(F)cc1)C1CC1 ?
NCI/ADR-RES: 115; NCI-H23: 109; SK-OV-3: 111; NCI-H322M: 90; IGROV1: 99; NCI-H226: 106; NCI-H460: 116; NCI-H522: 116

What do the screens show for `C[C@H]1[C@@H]2[C@H]3CC[C@@H]4[C@@]5(C)Cc6c([nH]c7ccccc67)C(C)(C)[C@@H]5CC[C@@]4(C)[C@]3(C)CC[C@]23CO[C@]1(C)[C@@H](C(=O)/C=C/c1ccccn1)C3`?
NCI/ADR-RES: 100; NCI-H23: 92; SK-OV-3: 112; NCI-H322M: 112; IGROV1: 106; NCI-H226: 101; NCI-H460: 98; OVCAR-4: 84; NCI-H522: 92

How did COc1ccc(-c2nn(-c3ccccc3)cc2C2CC(c3cc4ccccc4oc3=O)=NN2C(N)=O)cc1 (stereo unspecified) do in these assays?
NCI/ADR-RES: 85; NCI-H23: 89; SK-OV-3: 97; NCI-H322M: 87; IGROV1: 78; NCI-H226: 91; NCI-H460: 101; OVCAR-4: 100; NCI-H522: 91

How did CCCn1c(=O)c2[nH]c(-c3ccc(OCc4nc5ccc(C)cc5[nH]4)cc3)nc2n(CCC)c1=O do in these assays?
NCI/ADR-RES: 32; NCI-H23: 25; SK-OV-3: 4.6*; NCI-H322M: 40; IGROV1: 37; NCI-H226: -55*; NCI-H460: 13; OVCAR-4: 0.3*; NCI-H522: 37

How did N#Cc1nc(-c2ccccc2)oc1N1CCC(c2nc3ccccc3s2)CC1 do in these assays?
NCI/ADR-RES: 103; NCI-H23: 100; SK-OV-3: 102; NCI-H322M: 94; IGROV1: 100; NCI-H226: 108; NCI-H460: 101; OVCAR-4: 101; NCI-H522: 93

What do the screens show for `CCOC(=O)c1ccc(-n2c(C)nc3cc(Cl)ccc3c2=O)cc1`?
NCI/ADR-RES: 113; NCI-H23: 80; SK-OV-3: 101; NCI-H322M: 93; IGROV1: 111; NCI-H226: 73; NCI-H460: 106; OVCAR-4: 98; NCI-H522: 71

How did CCCC(CCC)Oc1ccc(CCCC2=C(O)c3ccccc3C(=O)C2=O)cc1 do in these assays?
NCI/ADR-RES: 29; NCI-H23: 27; SK-OV-3: 38; NCI-H322M: -1.1*; IGROV1: 47; NCI-H226: 33; NCI-H460: 9.9*; OVCAR-4: 25; NCI-H522: 30

What do the screens show for `CC(C)c1ccccc1NC(=O)N1CCC(C(C)C)CC1`?
NCI/ADR-RES: 111; NCI-H23: 107; SK-OV-3: 105; NCI-H322M: 98; IGROV1: 106; NCI-H226: 95; NCI-H460: 107; OVCAR-4: 97; NCI-H522: 106

What do the screens show for `Cc1ccc(/C=C/C(=O)c2ccc(NC(=O)N3CCN(c4cc5c(cc4F)c(=O)c(C(=O)O)cn5C4CC4)CC3)cc2)cc1`?
NCI/ADR-RES: 106; NCI-H23: 91; SK-OV-3: 109; NCI-H322M: 104; IGROV1: 98; NCI-H226: 96; NCI-H460: 103; OVCAR-4: 110; NCI-H522: 94

How did O=c1cc(C(F)(F)F)c2cc(-c3cc4ccccc4c(=O)o3)c(O)cc2o1 do in these assays?
NCI/ADR-RES: 79; NCI-H23: 55; SK-OV-3: 73; NCI-H322M: 88; IGROV1: 93; NCI-H226: 68; NCI-H460: 59; OVCAR-4: 64; NCI-H522: 31

Results for COc1ccc(C(=O)Nc2ccccc2C2=NCC(CO)O2)cc1 (stereo unspecified) ?
NCI/ADR-RES: 102; NCI-H23: 104; SK-OV-3: 85; NCI-H322M: 105; IGROV1: 106; NCI-H226: 101; NCI-H460: 109; OVCAR-4: 105; NCI-H522: 74

What do the screens show for `O=C(Nc1ccccc1)C1CN(Cc2cccnc2)CCS1` (stereo unspecified)?
NCI/ADR-RES: 95; NCI-H23: 101; SK-OV-3: 104; NCI-H322M: 86; IGROV1: 95; NCI-H226: 87; NCI-H460: 95; OVCAR-4: 94; NCI-H522: 84

What do the screens show for `COC(=O)c1cc(-c2cccc3ccccc23)[nH]c(=O)c1C#N`?
NCI/ADR-RES: 97; NCI-H23: 94; SK-OV-3: 98; NCI-H322M: 92; IGROV1: 107; NCI-H226: 98; NCI-H460: 102; OVCAR-4: 95; NCI-H522: 91

Results for Brc1cccc[n+]1CCCC[n+]1ccccc1Br ?
NCI/ADR-RES: 103; SK-OV-3: 101; IGROV1: 96; NCI-H226: 105; NCI-H460: 105; OVCAR-4: 115; NCI-H522: 78

How did CCN(CC)CCCSCCCNc1cc(OC)cc2cccnc12 do in these assays?
NCI/ADR-RES: 89; NCI-H23: 100; SK-OV-3: 109; NCI-H322M: 93; IGROV1: 73; NCI-H226: 106; NCI-H460: 99; OVCAR-4: 71; NCI-H522: 103

Results for Nc1ccc(C(=O)Nc2ccc3cc(S(=O)(=O)O)ccc3c2)cc1 ?
NCI/ADR-RES: 104; NCI-H23: 100; SK-OV-3: 98; NCI-H322M: 116; IGROV1: 103; NCI-H226: 103; NCI-H460: 107; OVCAR-4: 108

Results for COc1ccc(-c2nc(SCCC(C)C)nc(N/N=C(/C)c3ccc(Cl)cc3)c2C#N)cc1 ?
NCI/ADR-RES: 90; NCI-H23: 93; SK-OV-3: 96; NCI-H322M: 89; IGROV1: 71; NCI-H226: 95; NCI-H460: 88; OVCAR-4: 102; NCI-H522: 86

Results for COC(=O)c1nc(N)nc(C(=O)OC)c1C(=O)c1ccc(Cl)cc1 ?
NCI/ADR-RES: 100; NCI-H23: 101; SK-OV-3: 104; NCI-H322M: 98; IGROV1: 100; NCI-H226: 98; NCI-H460: 108; OVCAR-4: 102; NCI-H522: 102

What do the screens show for `COc1cccc(/C=C/c2c(C(C)=O)c(=O)[nH]c3ccccc23)c1`?
NCI/ADR-RES: 84; NCI-H23: 78; SK-OV-3: 91; NCI-H322M: 94; IGROV1: 61; NCI-H226: 82; NCI-H460: 98; OVCAR-4: 86; NCI-H522: 79

Results for CC(=O)c1c(C)c(C)c(C)c(C(C)=O)c1C ?
NCI/ADR-RES: 101; NCI-H23: 99; SK-OV-3: 103; NCI-H322M: 117; IGROV1: 127; NCI-H226: 98; NCI-H460: 116; OVCAR-4: 118; NCI-H522: 94

How did Nc1c(C(=O)c2ccccc2)sc2nc(-c3cc4ccccc4o3)cc(-c3ccc(Cl)cc3)c12 do in these assays?
NCI/ADR-RES: 108; NCI-H23: 90; SK-OV-3: 106; NCI-H322M: 87; IGROV1: 56; NCI-H226: 112; NCI-H460: 103; OVCAR-4: 98; NCI-H522: 85

What do the screens show for `C1=Cc2ccccc2Nc2ccccc21`?
NCI/ADR-RES: 74; NCI-H23: 95; SK-OV-3: 98; NCI-H322M: 98; IGROV1: 92; NCI-H226: 102; NCI-H460: 102; OVCAR-4: 87; NCI-H522: 101

How did Cc1nc2nc(N)[nH]c(=O)c2[nH]1 do in these assays?
NCI/ADR-RES: 110; NCI-H23: 114; SK-OV-3: 118; NCI-H322M: 108; IGROV1: 128; NCI-H226: 98; NCI-H460: 110; OVCAR-4: 104; NCI-H522: 100

Results for Cc1c(C(N)=O)sc2c1c(=O)n(Cc1ccccc1)c1nnc(SCc3ccccc3)n21 ?
NCI/ADR-RES: 89; NCI-H23: 107; SK-OV-3: 107; NCI-H322M: 104; IGROV1: 99; NCI-H226: 91; NCI-H460: 94; OVCAR-4: 96; NCI-H522: 75

Results for CCCCC1=CC(=O)CCC1 ?
NCI/ADR-RES: 100; NCI-H23: 92; SK-OV-3: 101; NCI-H322M: 95; IGROV1: 108; NCI-H226: 112; NCI-H460: 105; OVCAR-4: 103; NCI-H522: 83

How did C=C1CC[C@H]2[C@@](C)(CCC(=O)[C@@]2(C)COC(C)=O)[C@@H]1COc1ccc2ccc(=O)oc2c1 do in these assays?
NCI/ADR-RES: 101; NCI-H23: 102; NCI-H322M: 92; IGROV1: 100; NCI-H226: 105; NCI-H460: 101; OVCAR-4: 95; NCI-H522: 93

How did Cn1c(=O)c2[nH]c(CCCc3nc4c([nH]3)c(=O)n(C)c(=O)n4C)nc2n(C)c1=O do in these assays?
NCI/ADR-RES: 109; NCI-H23: 117; NCI-H322M: 114; NCI-H226: 105; NCI-H460: 105; OVCAR-4: 118; NCI-H522: 112

How did Cc1nnc2c3nnc(-c4ccc(Cl)cc4)n3c3ccccc3n12 do in these assays?
NCI/ADR-RES: 107; NCI-H23: 103; SK-OV-3: 93; NCI-H322M: 86; IGROV1: 92; NCI-H226: 95; NCI-H460: 103; OVCAR-4: 115; NCI-H522: 87

What do the screens show for `O=C(CC(O)(CC(=O)OCc1ccccc1)C(=O)OCc1ccccc1)OCc1ccccc1`?
NCI/ADR-RES: 98; NCI-H23: 93; SK-OV-3: 107; NCI-H322M: 101; IGROV1: 95; NCI-H226: 94; NCI-H460: 109; OVCAR-4: 96; NCI-H522: 91

Results for COc1ccc(CN2C(=O)/C(=C\c3cc(OC)c(OC)c(OC)c3)c3ccccc32)cc1 ?
NCI/ADR-RES: 2.4*; NCI-H23: -8.1*; SK-OV-3: 34; NCI-H322M: 20; IGROV1: -23*; NCI-H226: 12; NCI-H460: -53*; OVCAR-4: 23; NCI-H522: -54*

Results for COc1cc(C2Nc3ccccc3S2)cc(CN2CCOCC2)c1O (stereo unspecified) ?
NCI/ADR-RES: 34; NCI-H23: 79; SK-OV-3: 83; NCI-H322M: 116; IGROV1: 39; NCI-H226: 92; NCI-H460: 53; OVCAR-4: 87; NCI-H522: -2.7*

What do the screens show for `COc1ccc(C(Cc2ccccc2)C(=O)O)cc1OC` (stereo unspecified)?
NCI/ADR-RES: 99; NCI-H23: 98; SK-OV-3: 114; NCI-H322M: 99; IGROV1: 96; NCI-H226: 85; NCI-H460: 99; OVCAR-4: 93; NCI-H522: 100

Random excerpt: 4 entries already listed.
What do the screens show for `O=C(CC(O)(CC(=O)OCc1ccccc1)C(=O)OCc1ccccc1)OCc1ccccc1`?
NCI/ADR-RES: 98; NCI-H23: 93; SK-OV-3: 107; NCI-H322M: 101; IGROV1: 95; NCI-H226: 94; NCI-H460: 109; OVCAR-4: 96; NCI-H522: 91

How did Cc1nc2nc(N)[nH]c(=O)c2[nH]1 do in these assays?
NCI/ADR-RES: 110; NCI-H23: 114; SK-OV-3: 118; NCI-H322M: 108; IGROV1: 128; NCI-H226: 98; NCI-H460: 110; OVCAR-4: 104; NCI-H522: 100

Results for COc1ccc(CN2C(=O)/C(=C\c3cc(OC)c(OC)c(OC)c3)c3ccccc32)cc1 ?
NCI/ADR-RES: 2.4*; NCI-H23: -8.1*; SK-OV-3: 34; NCI-H322M: 20; IGROV1: -23*; NCI-H226: 12; NCI-H460: -53*; OVCAR-4: 23; NCI-H522: -54*

Results for COc1cc(C2Nc3ccccc3S2)cc(CN2CCOCC2)c1O (stereo unspecified) ?
NCI/ADR-RES: 34; NCI-H23: 79; SK-OV-3: 83; NCI-H322M: 116; IGROV1: 39; NCI-H226: 92; NCI-H460: 53; OVCAR-4: 87; NCI-H522: -2.7*
